TDP1 inh = inhibitors of human tyrosyl-DNA phosphodiesterase TDP1 | recombinant TDP1, AlphaScreen DNA substrate cleavage | Potency, µM (highest dose often 130 µM), without a hit: at the highest dose activity change, negative = inhibition, most hits filed as inhibitors | actives 0.28% (n = 350,000); also: nearly all actives have a fitted effect of over 40% in size
Target sequence (Q9NUW8 whole entry, looked up): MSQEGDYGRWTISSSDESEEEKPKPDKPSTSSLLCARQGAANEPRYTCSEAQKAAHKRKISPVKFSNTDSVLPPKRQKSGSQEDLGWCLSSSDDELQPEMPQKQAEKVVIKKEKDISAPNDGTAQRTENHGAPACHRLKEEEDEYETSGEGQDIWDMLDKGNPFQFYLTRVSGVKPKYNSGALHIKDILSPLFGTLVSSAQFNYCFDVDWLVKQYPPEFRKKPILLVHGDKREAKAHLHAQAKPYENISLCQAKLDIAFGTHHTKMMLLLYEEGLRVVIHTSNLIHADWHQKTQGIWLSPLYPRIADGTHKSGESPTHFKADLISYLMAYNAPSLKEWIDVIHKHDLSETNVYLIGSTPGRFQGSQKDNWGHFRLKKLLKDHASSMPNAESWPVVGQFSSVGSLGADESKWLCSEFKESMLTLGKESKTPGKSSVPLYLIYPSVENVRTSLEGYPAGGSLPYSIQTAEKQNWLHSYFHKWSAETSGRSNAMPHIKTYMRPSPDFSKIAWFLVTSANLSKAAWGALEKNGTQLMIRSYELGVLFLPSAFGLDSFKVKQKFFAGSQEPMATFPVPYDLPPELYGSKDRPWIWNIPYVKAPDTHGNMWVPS
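Tdp1 1 nM final; 15 min RT w/ cpd; substrate 15 nM, 5 min; beads 10 ug/ml, 10 min; AlphaScreen read. Neg ctrl: no enzyme.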
TDP1 cell CPT = growth inhibition of DT40 Tdp1-/-;hTDP1 cells with camptothecin (screen for TDP1 inhibitors); chicken DT40 Tdp1-/-;hTDP1 cells + 20 nM CPT, ATP luminescence, 48 h; Potency, µM (highest dose often 46.2 µM), for the others: top-dose activity change, negative = growth inhibition, hits mostly inhibitors; actives 12% (n = 420,000); AID 686979; also: nearly all actives have a fitted effect of over 55% in size
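Cell growth measured by CellTiter-Glo luminescence after a minimum 48 h, 37 C compound exposure with 20 nM CPT in Tdp1-knockout DT40 cells stably expressing hTDP1, seeded 400/well; qHTS titration format.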
TDP1 cell noCPT = qHTS for Inhibitors of human tyrosyl-DNA phosphodiesterase 1 (TDP1): qHTS in cells in absence of CPT; DT40 Tdp1-/- hTDP1 cells, no CPT, ATP luminescence, 48 h; Potency, µM (highest dose often 46.2 µM), without a hit: at the highest dose activity change, negative = growth inhibition, hits mostly inhibitors; actives 15% (n = 420,000); AID 686978, 2013; also: nearly all actives have a fitted effect of over 55% in size
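Cells were dispensed at 400 per well, compounds added by pin tool, plates incubated ≥48 hr at 37 °C, then CellTiter-Glo added for 30 min at room temperature before luminescence reading. Line: DT40 Tdp1-/- complemented with hTDP1; camptothecin omitted.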
An asterisk follows results filed as active; u = inconclusive; x = not tested or not shown; [ ] = remark or other dose. Calls follow the shape of the dose curve; as a rule, active = well fitted curve in the direction sought with a large enough effect; inconclusive = small, poorly fitted or top-dose-only effect, or another doubt; inactive = no such curve, though single readings can be large; an effect the other way counts as inactive or inconclusive. % is scaled to controls: 0 for no effect and ±100 for the full control effect; potency is read from the fitted curve at half-maximal effect. Rows were taken by chance; overall some 18% were active at least once.

Below each compound: TDP1 cell CPT	TDP1 inh	TDP1 cell noCPT
> CC1=C(C(=O)Nc2ccccc2C)C(c2ccc(C)o2)C2=C(CCCC2=O)N1 (configuration not stated)
  -20.7%	-3.1%	-7.6%
> CCCNC(=O)C1(CC2CC(c3ccccc3)=NO2)CCN(C(=O)C2(C)CC2)CC1 (configuration not stated)
  -6.6%	x	-2.4%
> CCOC(=O)CCC(NC(=O)c1cncc(O)c1)C(=O)OCC (configuration not stated)
  -7.5%	2.0%	1.2%
> COc1cc2[nH]c(=O)n(CCC(=O)N3CCC(N4CCCCC4)CC3)c(=O)c2cc1OC
  2.2%	1.9%	-5.2%
> Cc1noc(C)c1C(=O)Nc1cc(Cl)ccc1N1CCOCC1
  u	0.8%	5.2%
> COc1ccc(/C=C(/C(=O)N2CCCCC2C(=O)O)c2ccc(OC)c(OC)c2)cc1 (configuration not stated)
  -9.9%	1.3%	-9.9%
> O=C1CCCC(O)=C1C(C#Cc1ccccc1)C1=C(O)CCCC1=O
  3.66µM*	4.6%	5.17µM*
> CCC(C(=O)Nc1nc(C)c(C)s1)c1ccccc1 (configuration not stated)
  u	x	u
> O=C(C1CCCN1S(=O)(=O)c1cccc2cccnc12)N1CCc2ccccc21 (configuration not stated)
  u	0.0%	u
> COc1ccc(C(=O)OCC(=O)Nc2ccc3[nH]c(=O)[nH]c3c2)c(OC)c1OC
  9.0%	x	-5.4%
> COC(=O)[C@H](CC(C)C)NC(=O)CCc1nnc(COc2ccccc2)o1
  -4.2%	x	1.9%
> CCOC(=O)c1cccc(NC(=O)CCc2c(C)nn(-c3ccc(N4CCOCC4)nn3)c2C)c1
  29.1µM*	3.2%	u
> NC(=O)Cn1nnc(-c2ccc(NC(=O)c3ccc(F)cc3)cc2)n1
  18.1%	4.2%	11.1%
> O=C(COC(=O)c1ccccc1Nc1ccccc1)c1ccccc1
  -15.7%	x	-25.1%
> COc1cc(C(c2c(C)[nH][nH]c2=O)c2c(C)[nH][nH]c2=O)cc(Cl)c1O
  -0.3%	2.9%	-12.0%
> C/C(=N\NC(=O)c1ccc(-c2ccccc2)cc1)c1cccc(N)c1
  12.9%	1.2%	-8.9%
> Cc1cccc(OCCC(=O)NNC(=O)Cn2nc(C)cc2C)c1
  19.1%	0.0%	8.9%
> C=C(C)CSc1nc(-c2ccccc2)cc(-c2ccc(OC)cc2)c1C#N
  -23.5%	x	u
> Cc1c(Cc2ccccc2)sc(NC(=O)c2ccco2)c1C(N)=O
  -24.0%	5.0%	u
> CC(C)(C(=O)O)c1ccc([C@H](O)CCCN2CCC(C(O)(c3ccccc3)c3ccccc3)CC2)cc1
  0.0%	x	-10.2%
> Cn1cccc1C(=O)N1CCC[C@@]2(CCN(C(=O)Nc3cccc(C#N)c3)C2)C1
  -4.6%	x	-15.9%
> COc1cc(CN2C[C@@H](CO)O[C@@H](n3cnc4c(N5CCOCC5)ncnc43)C2)cc(OC)c1OC
  -1.3%	x	-12.4%
> O=C(N/N=C/c1ccccc1)c1ccc2c(c1)OCO2
  -6.0%	x	-13.9%
> CCOc1cc(S(=O)(=O)NCc2ccco2)c(OCC)cc1-n1cnnn1
  -6.6%	5.8%	8.9%
> Cn1c(=O)c(C(=O)NCc2ccccc2Cl)c(O)c2ccccc21
  24.6%	x	-3.3%
> O=C(CN1CCN(c2nc(-c3ccccc3)cs2)CC1)Nc1ccc2c(c1)OCO2
  u	6.8%	-4.1%
> CC(C)(C)NC(=O)NC(=O)COC(=O)c1c(F)cccc1Cl
  -0.2%	2.6%	-3.2%
> CC(C(=O)O)c1ccc(C(=O)c2ccccc2)s1 (configuration not stated)
  -21.9%	x	u
> CS(=O)(=O)N(CC(=O)N1CCN(c2ccccc2F)CC1)c1cccc(C(F)(F)F)c1
  u	-4.0%	u
> O=C(CN1C(=O)COc2ccccc21)NCCc1ccc(Cl)cc1
  -4.4%	5.2%	-7.7%
> CN1CCN(C(=O)c2cccc(S(=O)(=O)N3CCCCC3)c2)CC1
  0.1%	3.1%	-5.9%
> CCOC(=O)C1CCCN(Cc2cccc(Cl)c2)C1 (configuration not stated)
  -1.4%	-8.5%[56.1 µM]	-6.0%
> O=S(=O)(NCC[C@@H]1CC[C@H](NS(=O)(=O)c2cccc(F)c2)[C@@H](CO)O1)c1cccc(F)c1
  -19.9%	x	u
> O=C(O)CCC(=O)N1CCN(Cc2ccc3c(c2)OCO3)CC1
  -0.5%	x	-0.8%
> O=C(CC(c1ccccc1)c1cc(Br)ccc1O)NCc1ccco1 (configuration not stated)
  u	7.7%	u
> O=C(/C=C/c1cccc([N+](=O)[O-])c1)OCC1CCCO1 (configuration not stated)
  0.4%	x	24.8%
> CC(C#N)(Cc1ccccc1)Nc1ccccc1 (configuration not stated)
  1.2%	x	-17.4%
> Cc1cccc(NC(=S)N=Nc2c(O)n(CN3CCOCC3)c3ccccc23)c1C
  5.8µM*	8.3%	5.8µM*
> Cc1ccnc(OC(C(=O)O)C(OCc2ccccc2)(c2ccc(F)cc2)c2ccc(F)cc2)n1 (configuration not stated)
  -10.1%	x	-8.8%
> O=C(COc1cccnc1[N+](=O)[O-])NCc1ccc(F)cc1
  -15.3%	x	17.1%
> Cc1ccc(C(O)c2nc3ccccc3n2C)cc1 (configuration not stated)
  -23.0%	x	u
> CCOC(=O)C1=C(C)N(CCCC(=O)O)C(=O)NC1c1ccccc1OS(=O)(=O)c1ccc(C)cc1 (configuration not stated)
  -22.6%	0.0%	1.8%
> Cc1ccccc1NC(=O)c1ccccc1NC(=O)CCC(=O)O
  -8.0%	-5.3%	0.9%
> O=C(CSc1n[nH]c(-c2ccccn2)n1)Nc1ccccc1F
  4.11µM*	x	2.91µM*
> CC(=O)c1ccc(NC(=O)c2nc3ccccc3nc2N2CCCCC2)cc1
  u	10.3%	u
> CC1CC[C@@]2(OC1)OC1CC3C4CC[C@@H]5CC(O)CC[C@@]5(C)C4CC[C@]3(C)C1C2C (some centres not stated)
  3.4%	-7.3%[56.1 µM]	-3.8%
> CCC1C/C(=C/c2cccs2)C(=O)/C(=C/c2cccs2)C1 (configuration not stated)
  u	2.6%	u
> CC(C)(C)C(=O)NC(=S)NNC(=O)c1ccc(Cl)cc1Cl
  u	5.5%	5.8µM*
> CN(C(=O)COC(=O)Cc1ccc(Cl)cc1)C1CCCCC1
  10.5%	0.7%	-3.3%
> Cc1cc(C(=O)NNC(=S)NCc2ccccc2)cs1
  -8.8%	5.3%	u
> CCCCCCC(C)n1cc(C(C)=O)c(=O)n(C)c1=O (configuration not stated)
  -12.4%	0.0%	u
> COc1ccccc1NS(=O)(=O)c1cc2c3c(c1)CCN3C(=O)CC2
  10.4%	x	-2.1%
> CCc1ccc(OCC(=O)Nc2ccc(N3CCN(C(=O)c4ccccc4)CC3)cc2)cc1
  u	2.3%	-16.3%
> Cc1ccccc1CN1CCN(C2CCC2)CC1CCO (configuration not stated)
  -0.2%	x	-19.4%
> COc1ccc(C(=O)Nn2c(C3CCC3)nc3ccccc3c2=O)c(OC)c1
  u	7.5%	u
> Cc1ccc(NC(=O)CCN2CCCCC2)cc1
  -4.1%	x	-11.8%
> CCC(=O)Nc1cccc(-c2nnc(SCC(=O)c3ccccc3)n2C)c1
  u	-2.1%	u
> CC1CCCC(C)N1C(=O)Cn1nnc(-c2ccc([N+](=O)[O-])cc2)n1 (configuration not stated)
  0.6%	2.9%	-4.9%
> O=C(COc1ccc(Cl)cc1Cl)NC1CCSC1=O (configuration not stated)
  -23.9%	2.4%	-17.1%
> COC(=O)c1cnc(N)s1
  -10.3%	x	-11.5%

Carrying on.
Below each compound: TDP1 cell CPT	TDP1 inh	TDP1 cell noCPT
> COCC(C)n1c(SCC(=O)NC2CCCCC2C)nc2ccccc2c1=O (configuration not stated)
  -14.7%	0.7%	u
> NC(=O)COC(=O)c1cccc(NS(=O)(=O)/C=C/c2ccccc2)c1
  -11.9%	-0.6%	u
> CCOc1ccc(NC(=O)C2CCN(S(=O)(=O)c3cccnc3)CC2)cc1
  -4.4%	-1.8%	-8.2%
> COc1ccc(Cc2c(-c3ccccc3)nc3ccc(Cl)cn23)c(C)c1
  u	x	u
> CCOc1ccc(N(CC(=O)NCc2ccc(C)cc2)S(=O)(=O)c2c(C)noc2C)cc1
  -26.5%	0.0%	-23.9%
> COc1ccc([C@H]2C[C@H](O)[C@@H](n3cc(COC(=O)c4ccccc4)nn3)CN2C(=O)C2CCCCC2)cc1
  5.6%	x	u
> CC(C)Cc1ccc(S(=O)(=O)Nc2ccccn2)cc1
  -9.3%	0.6%	-13.5%
> CCOC(=O)C(=CNNc1ccsc1C(=O)OC)C(=O)OCC
  18.4µM*	5.1%	10.3µM*
> NC(=O)C[C@@H]1NC(=O)[C@H](CCC(=O)O)NC(=O)c2cc([N+](=O)[O-])cc(I)c2OCC[C@@H](C(N)=O)NC1=O
  -2.8%	0.0%	7.1%
> CC1CCC(NC(=O)CN2C(=O)C3CC=CCC3C2=O)CC1 (configuration not stated)
  -9.9%	-2.2%	5.8µM*
> Cc1[nH]c(=O)[nH]c(=O)c1S(=O)(=O)Nc1ccc(Br)cc1F
  0.5%	x	1.3%
> CCCc1nc(SCC(=O)NCc2ccco2)c2c(=O)n(C)c(=O)n(C)c2n1
  u	-5.2%	u
> CN1CCN(C(=O)C[C@@H]2C=C[C@H](NS(=O)(=O)c3cccc(F)c3)[C@@H](CO)O2)CC1
  -14.4%	x	13.0%
> COc1ccc(CCNc2c(N)n(Cc3ccccc3)c(=O)[nH]c2=O)cc1OC
  -95.8%	4.8%	u
> O=[N+]([O-])c1ccc(N(CC(O)CN2CCCCC2)S(=O)(=O)c2ccccc2)cc1 (configuration not stated)
  u	x	-13.3%
> O=C1OC(C(Cl)(Cl)Cl)Nc2ccccc21 (configuration not stated)
  -4.9%	x	-1.6%
> Cc1c(Cl)ccc2sc(N3CCN(C(=O)C4CC4)CC3)nc12
  11.6µM*	-2.6%	5.8µM*
> Cc1ccc(NC(=O)CCNS(=O)(=O)c2ccc3c(c2)CCN3C(=O)C2CC2)c(Cl)c1
  5.17µM*	-1.1%	4.11µM*
> COc1ccc(C(=O)NC2CCCc3c2cnn3-c2cccc(C)c2C)o1 (configuration not stated)
  20.6µM*	4.8%	23.1µM*
> CC(=O)NC(Cc1cccc(C)c1)C(=O)NC1CCN(C(=O)c2ccc([N+](=O)[O-])cc2)CC1 (configuration not stated)
  -1.9%	0.0%	-24.4%

Among those listed so far, 2 have a tert-butyl group.
Below each compound: TDP1 cell CPT	TDP1 inh	TDP1 cell noCPT
> CC(C)(C)NC(=O)NC(=O)COC(=O)c1c(F)cccc1Cl
  -0.2%	2.6%	-3.2%
> CC(C)(C)C(=O)NC(=S)NNC(=O)c1ccc(Cl)cc1Cl
  u	5.5%	5.8µM*

Later entries
Below each compound: TDP1 cell CPT	TDP1 inh	TDP1 cell noCPT
> O=C(NCc1ccccc1C(F)(F)F)C1CCC(=O)N(CCCc2ccccc2)C1 (configuration not stated)
  u	0.8%	29.1µM*
> Cc1sc(-n2cccc2)c(C(C)NC(=O)Nc2ccccc2Cl)c1C (configuration not stated)
  u	0.0%	u
> Cc1cc(Cl)cc(Br)c1OCCNCC(C)O (configuration not stated)
  -7.0%	2.2%	-8.7%
> CCN1CCN(c2nc(Nc3ccccc3F)nc(N)c2[N+](=O)[O-])CC1
  u	3.1%	u
> COc1ccc(NS(=O)(=O)c2cccc(C(=O)OCC(=O)c3c(N)n(C)c(=O)n(C)c3=O)c2)cc1
  -7.0%	0.3%	-24.3%
> COC(=O)c1ccc(OC(=O)c2cccs2)cc1
  3.3%	0.5%	-0.7%
> COc1nc(OC/C(N)=N/O)nc(N2CCOCC2)n1
  -3.8%	5.4%	-10.4%
> COc1cc(/C=C/C(=O)O)ccc1OS(=O)(=O)c1ccc(C)cc1
  -21.3%	8.0%	-2.0%
> COc1ccc(OC)c(N=C2C(=O)Nc3ccccc32)c1
  -5.8%	8.4%	-0.6%
> O=C(Nc1ccc(F)cc1Cl)C1Cc2ccccc2N1C(=O)c1ccccc1 (configuration not stated)
  -4.6%	-11.2%	-22.1%
> COCCCN1C(=O)C(CC(=O)NC2CCCC2)CC(C(=O)N(C(C)C)C(C)C)=C1C (configuration not stated)
  1.0%	x	-9.1%
> Cc1ccc(-c2noc(CN(C(=O)c3ccc(C(C)(C)C)cc3)C(C)C)n2)cc1
  u	5.8%	u
> CN(Cc1ccccc1)S(=O)(=O)c1cccs1
  -28.0%	6.6%	-24.1%

Source: PubChem BioAssay
